Bioassay records (PubChem BioAssay)
PglD inh – inhibitors of Campylobacter jejuni PglD acetyltransferase. inhibition, % at 12.5 µM. AID 602405. actives 0.098% (n = 360,000). purified PglD enzyme, DTNB colorimetric CoA detection; in the data active = inhibition above about 16%, passing the limit was not always enough; inconclusive = no clear call, values can overlap the other calls; also: strong numbers were not always called active
ERp5 inh – ERp5 (human) disulfide isomerase inhibition | Q15084 | ERp5 insulin aggregation, absorbance 650 nm, 90 min | inhibition, % at 9.99 µM | actives 0.05% (n = 350,000) | AID 651711;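 active = mean replicate inhibition above about 25%, with every replicate also reaching it, limit read from the data, passing the limit was not always enough; inconclusive = only one of those two criteria met; inactive = neither criterion met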
Target sequence (Q15084 whole entry, looked up): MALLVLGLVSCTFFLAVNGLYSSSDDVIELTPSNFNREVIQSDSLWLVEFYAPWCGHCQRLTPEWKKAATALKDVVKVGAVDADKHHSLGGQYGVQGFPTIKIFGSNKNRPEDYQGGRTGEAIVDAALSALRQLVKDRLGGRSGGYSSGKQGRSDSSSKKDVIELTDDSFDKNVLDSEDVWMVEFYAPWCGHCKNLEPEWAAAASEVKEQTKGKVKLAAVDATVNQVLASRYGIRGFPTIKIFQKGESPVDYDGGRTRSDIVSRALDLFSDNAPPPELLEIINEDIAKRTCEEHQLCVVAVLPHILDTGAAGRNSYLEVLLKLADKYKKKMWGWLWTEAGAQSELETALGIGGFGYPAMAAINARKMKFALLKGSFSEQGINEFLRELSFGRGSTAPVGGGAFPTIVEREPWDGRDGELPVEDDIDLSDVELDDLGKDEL
E-sel inducer – E-selectin induction on HUVECs. P16581. HUVEC E-selectin immunofluorescence imaging; normalized: neutral wells 0, TNF-alpha wells 100. activation, % at 7.58 µM. actives 0.37% (n = 260,000);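 active = mean E-selectin-positive cell signal at least 10% of the positive control, reached in at least 60% of replicates, without over 20% cell loss; inconclusive = no rule given, readout overlaps actives, possibly toxicity-flagged; inactive = the rest, including those meeting only one limit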;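 also: in these data hits start at about 27%; measured in HUVEC primary endothelial cells; signal is the percent of cells scored E-selectin positive by PE staining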
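System: HUVEC, human umbilical vein endothelial cells; quantity: 3,000 cells/well; buffer or medium: EGM-2 medium, gelatin-coated wells; dosing: single-point compound dose; detection: immunofluorescence imaging; evaluation: % PE-positive cells; benchmarks: TNF-alpha, DMSO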
SIRT5 block – blocks human SIRT5 desuccinylation of peptide | Q9NXA8 | Purified SirT5, succinyl-peptide AMC, trypsin-coupled fluorescence | inhibition, % at 15 µM | actives 1.1% (n = 330,000) | AID 652115; in the data active = inhibition above about 15%; inconclusive = no clear call, values can overlap the other calls
Target sequence (Q9NXA8 whole entry, looked up): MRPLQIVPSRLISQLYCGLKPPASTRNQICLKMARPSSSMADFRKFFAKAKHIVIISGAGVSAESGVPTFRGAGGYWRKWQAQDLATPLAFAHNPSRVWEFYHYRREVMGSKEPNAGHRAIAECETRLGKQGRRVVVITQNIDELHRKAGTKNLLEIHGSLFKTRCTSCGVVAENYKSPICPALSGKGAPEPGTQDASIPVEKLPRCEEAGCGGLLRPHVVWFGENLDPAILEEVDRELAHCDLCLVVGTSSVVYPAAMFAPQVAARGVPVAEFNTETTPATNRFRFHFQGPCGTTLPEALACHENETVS
DENV2 CPE rescue – DENV2-induced cell death inhibition; DENV2-infected cells, cytopathic effect rescue, plate reader; CPE inhibition, % at 9.99 µM; actives 1.7% (n = 350,000); in the data active = CPE inhibition above about 20%, passing the limit was not always enough; inconclusive = no clear call, values can overlap the other calls; tested in BHK-21 cells;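 also: 0% = median of neutral control wells and 100% = median of positive control wells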
S100A4 MyoIIA – inhibitors of human S100A4 binding to myosin IIA peptide | P26447 | S100A4/TAMRA-MyoIIA peptide fluorescence polarization | inhibition, % at 10.7 µM | actives 0.14% (n = 360,000) | AID 652163;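 active = mean inhibition of at least 70% across replicates, with every replicate also reaching that level; inconclusive = mean inhibition reaches 70% but some replicates fall short; inactive = mean inhibition below 70%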
Target sequence (P26447 whole entry, looked up): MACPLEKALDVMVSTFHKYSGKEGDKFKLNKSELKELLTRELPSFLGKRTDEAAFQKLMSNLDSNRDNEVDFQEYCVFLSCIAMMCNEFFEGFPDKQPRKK
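Test system: S100A4 monomer protein. Medium: HEPES buffer with Ca2+, pH 7.2. Reagent: fluorescent myosin IIA peptide, 5 nM. Compound dosing: single-point compound testing. Timing: 5 min between mix addition and reading. Benchmarks: DMSO neutral and TFP positive wells.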
Statin myotox sup – protects C2C12 myotubes from simvastatin toxicity; actives 0.78% (n = 330,000); rescue of ATP level, % at 7.49 µM; ATP luminescence, 48 h; scaled: DMSO 0, geranylgeraniol control 100;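 active = mean ATP rescue above about 67%, or every replicate alone reaching that limit, limit read from the data, passing the limit was not always enough; inconclusive = no clear call, values can overlap the other calls; inactive = mean under the limit and some replicate under it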;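 also: myotubes were challenged with 10 µM simvastatin during compound exposure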
Starred values were filed as active, the others as inactive; ? = inconclusive; nt = not tested or not shown; & = joins results of further samples. An excerpt; the hit share may differ from the screen's.

SMILES	PglD inh	ERp5 inh	E-sel inducer	SIRT5 block	DENV2 CPE rescue	S100A4 MyoIIA	Statin myotox sup
COc1ccc(NC(=O)CN2CCN(Cc3ccccc3)CC2)cc1	-4	5	nt	-1	-3	1	1
COc1ccc(NC(=O)N2CCCCN3[C@H](CO)[C@@H](c4ccc(C#Cc5ccccc5)cc4)[C@H]3C2)cc1	3	-6	nt	7	4	6	nt
C/C(=N\Nc1cccc([N+](=O)[O-])c1)c1cc2ccccc2o1	nt	8	6.6	-5	-4	-3	nt
Cc1ccc(/C(N)=N/OC(=O)COc2cccc3ccccc23)cc1	0	4	0.0	nt	1	-11	2
CN(C)CC(=O)N[C@@H]1C=C[C@@H](CC(=O)NCc2ccc(Cl)cc2)O[C@@H]1CO	-2	6	0.2	-1	0	22	2
COc1cc2c(cc1OC)CN(C(=O)c1cc(C3CC3)nn1-c1ccccc1)CC2	-3	14	nt	-8	10	-4	33
O=C(NC1(C(=O)O)CCCC1)C(Cl)Cl	2	1	0.8	nt	4	-5	10
COc1ccc(S(=O)(=O)N(C)C[C@@H]2OCCCC[C@H](C)Oc3ccc(NC(=O)Nc4ccc5c(c4)OCO5)cc3C(=O)N([C@H](C)CO)C[C@@H]2C)cc1	1	-4	-0.2	6	-16	-6	35
Cc1ccc(S(=O)(=O)N2CCC(=O)N(C(COCc3cccc(Cl)c3)Cc3ccccc3)CC2)cc1 (stereo not drawn)	3	nt	-0.2	nt	nt	nt	20
C[C@@H]1CN([C@@H](C)CO)C(=O)c2cccc(NS(=O)(=O)c3ccc(Cl)cc3)c2O[C@H]1CN(C)C(=O)Nc1cccc2ccccc12	2	-7	0.1	1	13	3	nt
NCCN1CCN(S(=O)(=O)c2ccc([N+](=O)[O-])cc2)C=C1c1ccc(Cl)cc1	4	0	0.2	3	-6	4	-1
Cc1ccc(N(CCC(=O)NC(C)(C)C)S(=O)(=O)c2ccc(C)cc2)cc1	-2	4	nt	-2	-3	-3	2
CCCc1nc([N+](=O)[O-])c(S(=O)(=O)c2ccccc2)n1CC(C)C	nt	-4	nt	-7	-8	-3	nt
CN1C(=O)c2cc(NC(=O)C3CCOCC3)ccc2OC[C@H]2O[C@@H](CC(=O)NC3CCCC3)CC[C@H]21	3	4	0.0	-1	4	4	-7
COc1ccc(CCNC(=O)Cc2cc3c(cc2[N+](=O)[O-])OCO3)cc1OC	nt	6	0.0	7	-6	3	nt
O=C(c1ccc(CS(=O)Cc2cccc(Cl)c2)o1)N1CCN(c2ccc(F)cc2)CC1 (stereo not drawn)	-5	1	0.0	2	-6	1	6
COc1ccccc1C(=O)NC(=S)Nc1ccc(Cc2ccncc2)cc1	3	-1	nt	0	-3	4	3
NC(=O)c1cc(S(=O)(=O)NCCCc2ccco2)cs1	-4	4	nt	2	-6	-11	-22
CN(C)c1ncc(CN2CCC(C(=O)Nc3ccc(-n4cccn4)cc3)CC2)s1	-3	4	nt	-4	-7	-6	-5
Cc1c(OC(C)C(=O)NCc2ccncc2)ccc2c3c(c(=O)oc12)CCCC3 (stereo not drawn)	3	-14	0.4	-2	-1	3	15
C#Cc1ccc([C@H]2C=C(C(=O)NCc3ccccc3)O[C@@H](OCc3ccc(CO)cc3)C2)cc1	-1	nt	-0.1	nt	nt	nt	-3
CC(=O)N1CCCCN2[C@H](CO)[C@H](c3ccc(C#Cc4ccccc4F)cc3)[C@H]2C1	2	-4	-0.5	0	-11	11	nt
C[C@H](CO)N1C[C@H](C)[C@@H](CN(C)C)Oc2c(NS(=O)(=O)c3ccccc3)cccc2C1=O	2&5	-2&-4	7.6&0.0	3	-2&-2	1&-2	-26&-3
COc1ccc(C(=O)NCc2ccc3c(c2)OCO3)c(OC)c1	-1	1	2.8	-2	-3	-5	2
COc1ccc(/C=N/NC(=O)c2cc(-c3cccc(C)c3)nc3ccccc23)cc1O	nt	3	0.3	-3	0	-19	nt
The listing continues.
SMILES	PglD inh	ERp5 inh	E-sel inducer	SIRT5 block	DENV2 CPE rescue	S100A4 MyoIIA	Statin myotox sup
CCOC(=O)CSc1nc2ccccc2c(=O)n1CC(C)C	nt	4	nt	-1	5	-3	nt
COc1ccc(N[C@@H]2CCN3C(=O)c4ccccc4[C@@H]3C[C@H]2O)cc1	-4	-6	0.1	-2	4	-4	10
COc1cc(NC(=O)c2cnn3c(C(F)F)cc(C4CC4)nc23)c(OC)cc1Cl	nt	-7	6.0	-3	0	4	-15
COCC(=O)Nc1cc(C(=O)OC)cc(C(=O)OC)c1	-12	3	-0.2	-3	-3	4	6
CCSc1nc(C)nc2sc(C)c(C)c12	nt	2	4.5	-2	-2	-3	nt
COc1ccc(S(=O)(=O)N2CCCCN3[C@H](CO)[C@H](c4ccc(C5=CCCC5)cc4)[C@H]3C2)cc1	6	nt	-0.4	nt	nt	nt	-3
COc1ccc(N2CCN(S(=O)(=O)CCNC(=O)/C=C/c3ccc4c(c3)OCO4)CC2)cc1	3	-2	nt	-7	5	-1	18
N#Cc1ccccc1NC(=S)NC(=O)c1cccnc1	-5	4	nt	nt	0	14	-5
O=C(CN1C(=O)NC2(CCCCC2)C1=O)Nc1ccc2c(c1)CCC2	nt	-3	nt	2	-5	0	nt
O=C(COC(=O)c1ccccc1NC(=O)c1ccco1)NC1CCS(=O)(=O)C1 (stereo not drawn)	nt	4	nt	-3	-6	-3	nt
COCCn1c(COc2cccc(OC)c2)nnc1SCC(=O)NC1CCCCC1	-4	0	nt	-2	?	6	5
CC(=C/c1ccc(C(C)C)cc1)/C=N/NC(=O)CSc1ccccn1	nt	0	nt	0	-6	1	nt
C=CCOc1ccc(CNCc2cccnc2)cc1	6	-1	nt	nt	?	0	3
O=C(COC(=O)C12CC3CC(CC(Cl)(C3)C1)C2)N1CCCCC1	-7	-21	0.8	-2	4	1	-3
CCc1ccc(-c2nc(SCC(=O)c3c(N)n(C4CC4)c(=O)[nH]c3=O)n[nH]2)cc1	2	-3	-0.1	-3	-7	1	-19
O=S1(=O)N=C(N=Nc2c(O)[nH]c3ccccc23)c2ccccc21	nt	4	nt	-3	-4	-4	nt
CCc1nc(SCC(=O)Nc2cc(OC)ccc2OC)c2c(C)c(C)sc2n1	-2	-6	nt	-3	-5	-3	41
C[C@@H]1CCCCO[C@@H](CN(C)Cc2ccncc2)[C@@H](C)CN([C@@H](C)CO)C(=O)c2cc(NC(=O)NC3CCCCC3)ccc2O1	-1	0	nt	5	?	-1	-11
Cc1ccc(NC(=O)CCN2C(=O)C3CC=CCC3C2=O)cc1Cl (stereo not drawn)	-4	-7	0.8	12	6	-3	2
C[C@H]1CN([C@@H](C)CO)C(=O)c2cc(Br)cnc2O[C@@H]1CN(C)C(=O)c1ccccn1	-2	-1	-0.4	0	5	17	4
Nn1c(SCC(=O)Nc2ccccc2Oc2ccccc2)nnc1C1CC1	-1	4	nt	-9	2	3	8
CCN(CC1CCCO1)C(=O)CCc1nnc(Cc2ccc3c(c2)OCO3)o1 (stereo not drawn)	1	?	-0.1	-1	5	6	-4
COc1ccc(N2C(=O)C3CC=C(Cl)CC3C2=O)cc1 (stereo not drawn)	-3	-12	nt	-1	-7	-3	9
O=C(c1ccccc1)C1CCN(C(=O)c2cccs2)CC1	nt	2	nt	-5	9	6	nt
O=C(Nc1ccc(C(=O)O)cc1)/C(=C\c1ccccc1)NC(=O)c1ccccc1	1	2	-0.1	-2	12	-3	0

Compound profiles, from the list above. Screens in order: PglD inh | ERp5 inh | E-sel inducer | SIRT5 block | DENV2 CPE rescue | S100A4 MyoIIA | Statin myotox sup
`O=C(CN1C(=O)NC2(CCCCC2)C1=O)Nc1ccc2c(c1)CCC2` across the screens: nt | -3 | nt | 2 | -5 | 0 | nt
`Nn1c(SCC(=O)Nc2ccccc2Oc2ccccc2)nnc1C1CC1` across the screens: -1 | 4 | nt | -9 | 2 | 3 | 8
`C[C@@H]1CCCCO[C@@H](CN(C)Cc2ccncc2)[C@@H](C)CN([C@@H](C)CO)C(=O)c2cc(NC(=O)NC3CCCCC3)ccc2O1` across the screens: -1 | 0 | nt | 5 | ? | -1 | -11
`O=C(Nc1ccc(C(=O)O)cc1)/C(=C\c1ccccc1)NC(=O)c1ccccc1` across the screens: 1 | 2 | -0.1 | -2 | 12 | -3 | 0

Carrying on:
SMILES	PglD inh	ERp5 inh	E-sel inducer	SIRT5 block	DENV2 CPE rescue	S100A4 MyoIIA	Statin myotox sup
CC1CN(C(=O)CS(=O)(=O)Cc2ccc(Cl)cc2)CC(C)O1 (stereo not drawn)	-1	1	-0.1	-1	13	3	1
Nc1ncc(-n2cncn2)c(-c2ccc(Cl)cc2)n1	1	4	nt	-3	5	0	16
CC(C)NC(=O)Nc1ccc2c(c1)C(=O)N([C@@H](C)CO)C[C@@H](C)[C@H](CN(C)C(=O)Nc1ccc3c(c1)OCO3)OCCCC[C@@H](C)O2	-3	5	nt	-3	-4	14	nt
CCOC(=O)N1CCN(S(=O)(=O)c2ccc(C(=O)Nc3sc4c(c3C#N)CC(C)(C)NC4(C)C)cc2)CC1	-3	-1	0.3	-1	-10	-1	6
CCOC(=O)N1CCN(c2c(NCC3CCN(Cc4cccc(C)c4)CC3)c(=O)c2=O)CC1	6	-7	0.1	0	-12	-2	-3
CCOC(=O)N1CCC(N2C(=O)c3ccccc3C2Nc2ccc(Cl)cn2)CC1 (stereo not drawn)	-1	-1	3.2	7	1	16	24
CO[C@@H]1CN(C)C(=O)c2cc(NC(=O)c3ccc4c(c3)OCO4)ccc2OC[C@H](C)NC[C@H]1C	0	4	-0.1	-1	-5	-32	1
C=CCNC(=O)N1CCC(c2nc3ccccc3s2)CC1	-4	2	-0.1	-2	-1	2	12
COc1ccccc1N1C(=O)C=C(Sc2nc(C)cc(C)n2)C1=O	3	3	0.1	4	11	-5	nt
Cc1ccc(O)c(NC(=O)c2onc(C)c2Cl)c1	-3	-1	nt	-5	10	-4	36
CN1CCN(S(=O)(=O)c2cccc(C(=O)NCCC3=CCCCC3)c2)CC1	1	0	2.1	-1	4	-3	7
c1ccc(-c2cc3ncccc3cn2)cc1	1	-4	0.0	-3	14	-4	8
O=C(O)CN1CCN(Cc2ccccc2F)C1=O	0	3	nt	-3	10	-1	8
COc1cc(CC(=O)OCC(=O)Nc2ccc3c(c2)OCCO3)cc(OC)c1OC	nt	-3	nt	-1	-3	16	nt
Cc1noc(C)c1S(=O)(=O)Nc1ccc2c(c1)C(=O)N([C@@H](C)CO)C[C@@H](C)[C@@H](CN(C)CC1CCCCC1)O2	6	6	0.7	-4	9	-3	10
CCOC(=O)[C@]12CCCC=C1N(Cc1cccc3ccccc13)C(=O)[C@H](CC(=O)NCCCN1CCCC1=O)C2	nt	5	nt	-3	-5	-1	nt
Cc1cccc(C)c1OCc1cc(C(=O)N(Cc2nccn2C)C(C)C)no1	-2	-10	-1.1	0	1	-5	-8
COc1ccc(CCC(=O)NC2CCCCC2)cc1	-4	-1	2.1	-3	-3	3	nt
O=C(CC1C(=O)NCCN1Cc1cccc(Oc2ccccc2)c1)NCCc1cscn1 (stereo not drawn)	nt	5	1.3	1	-3	-4	nt
COc1cccc(O)c1CN1CCC(C(=O)Nc2ccc(-c3cccc(C)c3)cc2)CC1	8	3	nt	0	-16	-4	-8
CCCCCCn1c(CN2CCN(CCO)CC2)nc2c1c(=O)n(C)c(=O)n2C	3	3	nt	-34	?	-9	6
CC(=O)Nc1ccc(C(=O)COC(=O)C2CCCCC2)c(F)c1	-3	0	0.0	-1	6	-10	8
O=C(CN1CCOCC1)N1CCCCN2[C@@H](CO)[C@@H](c3ccc(C#Cc4ccccc4F)cc3)[C@@H]2C1	1	nt	-0.1	nt	nt	nt	-1
Cc1[nH]c2ccc(C(C)C)cc2c1CC(=O)O	-4	4	nt	-4	6	-2	1
CN(C)CC(=O)N[C@@H]1CC[C@@H](CC(=O)O)O[C@H]1CO	nt	3	nt	5	7	?	nt
